TDP1 block – blocks human tyrosyl-DNA phosphodiesterase 1; Potency, µM (doses to about 130 µM), without a hit: at the highest dose activity change, negative = inhibition, usual class: inhibitors; recombinant TDP1, AlphaScreen DNA substrate cleavage; actives 0.28% (n = 350,000); AID 485290; also: nearly all actives have a fitted effect of over 40% in size
Target sequence (Q9NUW8 whole entry, looked up): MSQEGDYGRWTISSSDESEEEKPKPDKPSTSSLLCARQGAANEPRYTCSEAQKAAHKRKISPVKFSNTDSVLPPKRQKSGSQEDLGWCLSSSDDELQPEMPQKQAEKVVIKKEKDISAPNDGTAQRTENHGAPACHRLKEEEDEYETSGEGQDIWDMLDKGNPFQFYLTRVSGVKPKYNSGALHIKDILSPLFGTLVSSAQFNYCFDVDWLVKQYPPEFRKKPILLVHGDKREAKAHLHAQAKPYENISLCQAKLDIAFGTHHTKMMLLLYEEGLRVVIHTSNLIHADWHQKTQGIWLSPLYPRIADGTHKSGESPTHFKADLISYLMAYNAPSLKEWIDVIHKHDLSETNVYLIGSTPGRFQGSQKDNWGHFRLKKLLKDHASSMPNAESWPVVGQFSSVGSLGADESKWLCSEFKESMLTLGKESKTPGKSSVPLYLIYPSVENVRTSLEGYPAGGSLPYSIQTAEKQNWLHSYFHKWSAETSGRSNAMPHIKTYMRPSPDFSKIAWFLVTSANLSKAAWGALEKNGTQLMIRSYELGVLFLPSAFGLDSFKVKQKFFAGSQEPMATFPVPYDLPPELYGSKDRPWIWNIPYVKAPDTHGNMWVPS
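Here, a 5' biotin and 3' phosphotyrosine-FITC DNA oligonucleotide reports Tdp1 activity: intact substrate bridges AlphaScreen beads, while cleavage leaves a 3' phosphate and drops signal. All incubations at room temperature.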
TDP1 cell noCPT – qHTS for Inhibitors of human tyrosyl-DNA phosphodiesterase 1 (TDP1): qHTS in cells in absence of CPT. DT40 Tdp1-/- hTDP1 cells, no CPT, ATP luminescence, 48 h. Potency, µM (titrated, usually from 46.2 µM), for the others: at the highest dose activity change, negative = growth inhibition, actives largely listed as inhibitors. actives 15% (n = 420,000); also: nearly all actives have a fitted effect of over 55% in size
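Chicken DT40 Tdp1-/- cells stably complemented with human TDP1 were seeded at 400 cells/well with DMSO in place of 20 nM camptothecin. After compound pinning, cells grew at least 48 hr at 37 °C; viability read by CellTiter-Glo luminescence.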
N370S GC – inhibitors or activators of N370S glucocerebrosidase for Gaucher disease; P04062; N370S GC spleen homogenate, 4MU-glucoside fluorescence; Potency, µM (series often up to 59.4 µM), for inactives: at the highest dose activity change, negative = inhibition, hits mostly inhibitors; actives 0.092% (n = 330,000);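 also: 0% = full enzyme activity and -100% = no enzyme basal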
The depositor's hits bear a star; ? = inconclusive; . = not tested or not shown; [ ] = remark or other dose. Calls follow the shape of the dose curve; as a rule, active = well fitted curve in the direction sought with a large enough effect; inconclusive = small, poorly fitted or top-dose-only effect, or another doubt; inactive = no such curve, though single readings can be large; an effect the other way counts as inactive or inconclusive. Unless noted, % is scaled to controls: 0 for no effect and ±100 for the full control effect; potency is read from the fitted curve at half-maximal effect.

structure | TDP1 block | TDP1 cell noCPT | N370S GC
COc1cccc(CNC(=S)Nc2cc(C)ccc2C)c1 | 5% | 26µM* | 22%
CC(C)CN1CC[C@@]2(CCCN(C(=O)c3ccco3)C2)C1 | . | -3% | -3%
CC(=O)Nc1cccc(C(=O)N2CCN(Cc3ccccc3)CC2)c1 | -10% | 6% | 11%
N#Cc1ccc(Oc2nc(Nc3ccc(F)cc3)nc(N3CCCC3)n2)cc1 | 6% | ? | 16%
CCCC(=O)Oc1c(Sc2ccc(Cl)cc2)c(C)nn1-c1ccccc1 | 9% | 21µM* | .
CC(C)CNC(=O)C(=O)Nc1c2c(nn1-c1ccc(Cl)cc1)CSC2 | 10% | -24% | .
CC(=O)Nc1cccc(OCC(=O)NS(=O)(=O)c2ccc(C)cc2)c1 | -4% | -11% | 0%
COc1ccc(S(=O)(=O)N2CCOC23CCN(C(=O)c2ccc(Cl)cc2Cl)CC3)cc1 | 4% | -23% | -8%
Cc1cccc(N2CCN(C(=O)c3ccc4nc(-c5ccco5)c(-c5ccco5)nc4c3)CC2C)c1 (stereo not given) | 7% | 18µM* | -12%
C=CCn1c2ccccc2c2nnc(SCC(=O)Nc3cc(C)on3)nc21 | 4% | ? | 3%
CCCN1C(C)C(C(=O)OCC)=CN(Cc2cccc(I)c2)S1(=O)=O (stereo not given) | -11%[56.1 µM] | 16µM* | .
CCN(CC)CCNC(=O)c1[nH]c2ccc(OCc3ccccc3)cc2c1C | 7% | ? | ?
O/C(=C\c1nc2ccccc2nc1/C=C(\O)c1ccccc1)c1ccccc1 | 5% | ? | 12%
CCC(C(=O)NC(C)CCc1ccccc1)n1nc(C)n2c(cc3occc32)c1=O (stereo not given) | 2% | ? | 1%
Cc1csc(N(C)C(=O)CSc2nnc(COc3cccc4ccccc34)o2)n1 | 7% | 5.8µM* | 7%
CCOC(=O)N/N=C\c1ccc([N+](=O)[O-])s1 | 2% | 23µM* | -2%
Cc1cc(=O)n2nc(N3CCC(C(=O)NCc4ccco4)CC3)sc2n1 | 5% | 4% | -11%
CC/C(=N\Nc1ccc([N+](=O)[O-])cc1)c1ccccc1 | 6% | ? | 16%
CC(=O)n1c(-c2ccccc2)c(CO)c2ccccc21 | . | ? | -1%
CCSc1nnc(SCC(=O)c2c(N)n(C)c(=O)n(C)c2=O)s1 | . | 23µM* | -9%
Cc1cc(C)n2nc(C(=O)Nc3ccccc3N3CCOCC3)nc2n1 | 1% | . | 7%
Cc1c(O)c(CN2CCCC2)cc2c3c(c(=O)oc12)CCC3 | -11% | -6% | ?
CCC(=O)N1Cc2ccccc2-c2ccccc2C1=O | -3% | -12% | 4%
COc1ccc2c(c1)c(/C=C/c1cc[n+](C)cc1)cn2C | . | 4.6µM* | -19%
COc1ccccc1NC(=S)NCc1ccc(F)cc1 | . | -21% | -9%

2 entries from above in another layout.
Each structure is followed by: TDP1 block, TDP1 cell noCPT, N370S GC
COc1cccc(CNC(=S)Nc2cc(C)ccc2C)c1
 : 5%, 26µM*, 22%
CC(C)CN1CC[C@@]2(CCCN(C(=O)c3ccco3)C2)C1
 : ., -3%, -3%

Following part:
structure | TDP1 block | TDP1 cell noCPT | N370S GC
CCc1ccc(NC(=O)Cn2nc(SC)c(S(=O)(=O)c3ccc(OC)cc3)c2N)cc1 | 5% | -20% | .
CN(Cc1ccccc1)S(=O)(=O)c1ccc(OCC(=O)N2CCC(C(N)=O)CC2)cc1 | . | -25% | -2%
NC(=O)c1ccc(NC(=O)COC(=O)c2cc3c(s2)CCC3)cc1 | 7.1µM* | -23% | .
O=[N+]([O-])c1ccc2c(OCc3nnc(-c4ccccc4Br)o3)ncnc2c1 | 0% | 13µM* | 4%
N=C1C(c2nc3ccccc3s2)=C(O)CN1Cc1ccccc1 | 6% | 4.6µM* | ?
CCOc1cc(O)c(-c2[nH]ncc2-c2nc(C)cs2)cc1CC | . | 21µM* | -10%
O=C(NC1CCCCC1)N1CCN(c2ccccc2Cl)CC1 | 2%[56.1 µM] | -14% | -16%
Cc1ccc(NC(=O)CCCc2nnc3n(C)c(=O)c4sccc4n23)cc1C | 10% | ? | .
O=C(C1CCCO1)N1CCN(C(=S)Nc2ccccc2C(F)(F)F)CC1 (stereo not given) | 1% | 0% | 4%
Cc1ccc(S(=O)(=O)/N=C(/Nc2ccc3[nH]c(=O)[nH]c3c2)c2ccc(F)cc2)cc1 | 3% | 0% | 0%
O=C(O)COc1ccc(-c2nccc(-c3ccccn3)n2)cc1 | 7% | ? | 4%
COc1cc(C(=O)OC(C)CN2CCCC2)cc(OC)c1OC (stereo not given) | 0% | 1% | 4%
O=c1cc(N2CCCCC2)c(-c2ccccc2)nn1Cc1c(Cl)cccc1Cl | 5% | 16µM* | ?
Cc1ccc(S(=O)(=O)CCC(=O)NCCc2ccc(Cl)cc2)cc1 | . | 3% | -11%
Cc1ccc2ccccc2c1Cn1c(-n2ccnc2)nc2c1c(=O)n(C)c(=O)n2C | 0% | ? | 0%
COC(=O)c1ccc(CSc2nc3ccc(Cl)cc3[nH]2)o1 | 5% | ? | 27%
CC(CNC(=O)Cn1ccc2cc(S(=O)(=O)N3CCCCC3)ccc21)c1ccccc1 (stereo not given) | 6% | 21µM* | .
Cc1ccc(S(=O)(=O)N2CCC(C(=O)OC3CCOC3=O)CC2)cc1C (stereo not given) | -5% | -5% | -15%
O=C(c1ccc(Cn2c(=S)[nH]c3cc4c(cc3c2=O)OCO4)cc1)N1CCN(c2ncccn2)CC1 | 5% | . | -3%
CC(NS(=O)(=O)c1ccc(OCC(=O)N2CCOCC2)cc1)c1ccccc1 (stereo not given) | -5% | 0% | 8%
CC(C)(C)CN1CCNC(=O)C1CC(=O)NC1Cc2ccccc2C1 (stereo not given) | . | 2% | -10%
Cc1ccc2ncnc(-c3ccccc3)c2c1 | . | ? | -10%
COc1ccc(CN2CCCCC2C(=O)Nc2ccc(OC)c(OC)c2)cc1OC (stereo not given) | -2% | -17% | -8%
O=C(CC1Sc2ccccc2NC1=O)Nc1cccnc1 (stereo not given) | 5% | -1% | 8%
O=C(CN(Cc1ccco1)S(=O)(=O)c1ccccc1)N/N=C/c1ccccc1C(=O)O | 3% | -17% | 19%
CCc1cccc(NC(=O)COC(=O)C2CCN(c3ccc(C(F)(F)F)cn3)CC2)c1 | -11% | 8.2µM* | -3%
CC(=O)Nc1cc[n+](C(C)C(=O)c2ccccc2)cc1 (stereo not given) | . | -19% | -5%
N#CCC(=O)N/N=C/c1ccc(Sc2nc3ccccc3s2)o1 | 9% | -27% | 3%
Cc1ccc(S(=O)(=O)Nc2ccc(S(=O)(=O)Nc3nccs3)cc2)cc1C | 2% | -17% | .
O=C(c1ccccc1NS(=O)(=O)c1ccc(F)cc1)N1CCCCC1 | 2% | -9% | 0%
CCC1CCCCN1CCCNC(=O)c1ccc(CS(=O)(=O)c2ccccc2C)o1 (stereo not given) | 2% | 16% | -10%
COc1cc(Cl)ccc1OC(=O)c1cn(-c2ccccc2OC)c(=O)c2ccccc12 | -3% | -19% | .
COc1ccc(NC(=O)[C@H](C)NC(N)=O)cc1S(=O)(=O)Nc1cc(C)ccc1Br | -13% | -6% | -24%
CCCCCc1nn2cc(-c3ccccc3)nc2s1 | 5% | ? | .
CCNC(=S)N1CCC(C(N)=O)CC1 | . | 28% | 11%
CC(C)(C)C(=O)NC1(C(F)(F)F)C(=O)Nc2c1c(=O)[nH]c(=O)n2-c1ccccc1 (stereo not given) | -4% | 4% | .
COc1ccc(-c2noc(C3CCCN(C(=O)c4cccs4)C3)n2)cc1 (stereo not given) | 0% | ? | 22%
COc1ccc(C(=O)NCCC2=CCCCC2)cc1OC | 3% | -4% | 8%
FC(F)(F)Oc1ccc(-c2cn3cccnc3n2)cc1 | 6% | -19% | 3%
CCOC(=O)CSc1nc2c(c(=O)[nH]c(=O)n2C)n1CCCc1ccccc1 | 2% | -9% | 19%
CCOC(=O)c1ccc(N2C(=O)CC(Sc3ncccn3)C2=O)cc1 (stereo not given) | 1% | ? | 3%
Oc1c(C(c2cccc(Cl)c2)N2CCOCC2)sc2nc(-c3ccco3)nn12 (stereo not given) | -3% | -16% | .
O=C(O)CCCCN1C(=O)/C(=C\c2ccc(OCc3ccccc3)c(OCc3ccccc3)c2)SC1=S | -14% | ? | -1%
COc1ccc(C(=O)Nc2ccccc2NC(=O)c2ccco2)c(OC)c1 | 3% | ? | 2%
CCCc1cc(NCCCCO)n2c(nc3ccccc32)c1C#N | 2% | ? | ?
COc1ccc(OCc2cc(C(=O)NCc3cccc(C)n3)no2)c(Cl)c1 | 2% | -24% | 2%
CC(OC(=O)c1ccc2ncsc2c1)C(=O)NCc1ccccc1 (stereo not given) | 5% | . | -1%
Cc1ccc(NC(=O)CSc2ccccc2NC(=O)c2cccc(Cl)c2)cc1Cl | -2% | -61% | 2%
COc1cc2nc(CC(C)C)n(NC(=O)c3ccccc3)c(=O)c2cc1OC | 4% | -29% | -4%
CCOc1ccc2c(c1)OC(c1ccc(C)cc1)(C(F)(F)F)NC2=O (stereo not given) | . | 1.3µM* | 7%

Next structures:
structure | TDP1 block | TDP1 cell noCPT | N370S GC
Cc1ccc(COC(=O)NCc2cccnc2)cc1 | . | 7% | -3%
COc1ccc(CCNS(=O)(=O)c2cn(C)cn2)cc1OC | 0% | 0% | 0%
NC(=O)[C@H](Cc1cc2ccccc2s1)NC(=O)[C@@H]1CC2(CC(c3cccc(NC(=O)[C@@H]4CCC(=O)N4)c3)=NO2)CN1C(=O)c1ccccc1 (stereo not given in full) | 6% | -5% | ?
COc1cccc(C(c2sc3nc(C)nn3c2O)N2CCN(C(=O)c3ccco3)CC2)c1 (stereo not given) | 0% | -5% | -15%
C=C[C@H](C)[C@](C)(O)c1ccccc1 | 7% | . | 3%
O=C1CC(C2CCCO2)C(=O)N1Cc1ccccc1 (stereo not given) | -2% | -15% | 3%
COc1ccc(OCC(=O)NCCNC(=O)c2cccnc2)cc1 | 0%[0.0935 µM] | 2% | -4%
Cn1c(=O)c2c(nc(NC3CCCCC3)n2Cc2ccccc2)n(C)c1=O | 5% | ? | 10%
CCOC(=O)COc1c(OC)cc(Cl)cc1C1NC(=O)NC(C)=C1C(C)=O (stereo not given) | -2% | -3% | 19%
CC(/C=N/NC(=O)c1sc(N)nc1C)=C\c1ccccc1 | 3% | 5% | 2%
Cc1ccc(S(=O)(=O)CCC(=O)Oc2ccc(-c3nnco3)cc2)cc1 | -1% | -4% | -7%
CCc1ccc(NC(=O)c2ccc(NS(=O)(=O)c3c(C)noc3C)cc2)cc1 | 5% | ? | .
Cc1nc(C(N)=O)c(N)n1CCc1ccccc1 | . | -5% | -5%
COc1cc(C2CC(=O)Oc3cc(C)c(Br)c(C)c32)cc(OC)c1OC (stereo not given) | -1%[56.1 µM] | ? | -5%
Cc1cc(C)c(S(=O)(=O)NCC2CCC(C(=O)NCCCN3CCC(C)CC3)CC2)c(C)c1 (stereo not given) | 0% | ? | -9%
O=C(OCn1nnc2ccccc2c1=O)c1ccc(S(=O)(=O)N2CCOCC2)cc1 | 4% | -3% | -3%
CCC(c1nnnn1CCC(C)C)N1CCC(C(N)=O)CC1 (stereo not given) | 2% | 2% | 8%
O=C(NCc1ccccc1Cl)C1CCCN1C(=O)NCc1ccccc1 (stereo not given) | . | -18% | 3%

7 compounds from above, reduced to TDP1 cell noCPT:
structure | TDP1 cell noCPT
CC(/C=N/NC(=O)c1sc(N)nc1C)=C\c1ccccc1 | 5%
Cc1ccc(S(=O)(=O)CCC(=O)Oc2ccc(-c3nnco3)cc2)cc1 | -4%
CCc1ccc(NC(=O)c2ccc(NS(=O)(=O)c3c(C)noc3C)cc2)cc1 | ?
Cc1nc(C(N)=O)c(N)n1CCc1ccccc1 | -5%
COc1cc(C2CC(=O)Oc3cc(C)c(Br)c(C)c32)cc(OC)c1OC (stereo not given) | ?
Cc1cc(C)c(S(=O)(=O)NCC2CCC(C(=O)NCCCN3CCC(C)CC3)CC2)c(C)c1 (stereo not given) | ?
O=C(OCn1nnc2ccccc2c1=O)c1ccc(S(=O)(=O)N2CCOCC2)cc1 | -3%

Part of the list above in order of molecular weight, highest first.
structure | TDP1 block | TDP1 cell noCPT | N370S GC
CCc1ccc(NC(=O)c2ccc(NS(=O)(=O)c3c(C)noc3C)cc2)cc1 | 5% | ? | .
Cc1ccc(S(=O)(=O)CCC(=O)Oc2ccc(-c3nnco3)cc2)cc1 | -1% | -4% | -7%
Cn1c(=O)c2c(nc(NC3CCCCC3)n2Cc2ccccc2)n(C)c1=O | 5% | ? | 10%
COc1ccc(OCC(=O)NCCNC(=O)c2cccnc2)cc1 | 0%[0.0935 µM] | 2% | -4%
COc1ccc(CCNS(=O)(=O)c2cn(C)cn2)cc1OC | 0% | 0% | 0%
Cc1ccc(COC(=O)NCc2cccnc2)cc1 | . | 7% | -3%
Cc1nc(C(N)=O)c(N)n1CCc1ccccc1 | . | -5% | -5%

Only part of the results is shown (hit frequency here may not be typical).
